# CAL PDZ FP-1 = blocks peptide binding to human CAL PDZ domain; purified CAL PDZ, TMR-peptide fluorescence polarization, 1 h; actives 0.02% (n = 330,000); inhibition, % at 20 µM; AID 504414; Q9HD26;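 active = highest replicate inhibition of at least 40%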;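 note: plate controls were DMSO neutral control wells for no effect and unlabeled competitor peptide control wells for full effect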
#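 System: purified tagged CAL PDZ domain construct (CerCALP). Schedule: 1 h incubation at room temperature before polarization reading. Medium: 25 mM sodium phosphate pH 7.4, 150 mM NaCl, TCEP, IgG, Thesit. Read-out: percent inhibition from loss of millipolarization. Measured by: FP readout, S and P plane fluorescence. Probe or stimulus: fluorescent TMR peptide probe.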
# NSD2 HMT inh = inhibitors of human histone methyltransferase NSD2; O96028; actives 0.54% (n = 310,000); inhibition, % at 12.5 µM; NSD2 peptide methylation, AlphaScreen, 120 min; in the data active = inhibition above about 50%
# MITF TRPM1 HTS = MITF TRPM1 promoter activation in melanoma cells. AID 588334. SK-MEL-5 TRPM1-promoter luciferase, 24 h; % of positive control, neutral wells = 0. actives 0.75% (n = 300,000). activation, % at 12.5 µM;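 active = mean activation of at least 80% with every replicate also reaching 80%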;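 note: 0% = neutral control wells and 100% = parthenolide positive control wells; values of inactives mirror those of a sister screen read the other way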
# CAL PDZ FP-2 = inhibitors of human CAL PDZ peptide binding; purified CAL PDZ, TMR-peptide fluorescence polarization, 1 h; inhibition, % at 24.9 µM; actives 0.92% (n = 300,000); AID 602252;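 active = mean inhibition of at least 30% with at least half of replicates also reaching 30%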;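 note: 0% = DMSO neutral control and 100% = excess unlabeled competitor peptide PRC23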
# SR-BI DiI-HDL act = SR-BI HDL lipid transfer activation; CHO ldlA[mSR-BI] cells, DiI-HDL uptake fluorescence, 3 h; 100 = double the neutral-control signal; activation, % at 12.5 µM; actives 0.096% (n = 320,000); AID 504775;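 active = mean replicate activation of at least 60% and every replicate at or above 60%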;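 note: 0% = median plate neutral-control signal and 100% = twice that signal; values of inactives mirror those of a sister screen read the other way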
#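 Material: SR-BI-overexpressing, LDLR-lacking CHO cells; schedule: compound exposure 3 h, 37 °C; reagent: DiI-labelled HDL at 10 µg/mL final; technique: bottom-read fluorescence, 550/595 nm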
# PvdQ inh = P. aeruginosa PvdQ acylase inhibition. purified PvdQ acylase, fluorescence plate reader. inhibition, % at 10 µM. actives 0.063% (n = 340,000); in the data active = inhibition above about 30%, passing the limit was not always enough;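 note: 0% = vehicle neutral wells and 100% = reference inhibitor wells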
# Rtt109 HAT inh = inhibitors of Candida albicans Rtt109/Vps75 histone acetyltransferase. Q5AAJ8. purified Rtt109/Vps75, ThioGlo CoA-SH fluorescence, 4 h. inhibition, % at 34.9 µM. actives 0.16% (n = 330,000);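 active = inhibition of at least 50% in every replicate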
# PfHsp90 set2 = inhibits growth of yeast expressing Plasmodium falciparum Hsp90; S. cerevisiae expressing PfHsp90, BacTiter-Glo ATP, 48 h; yeast lacking PDR1 and PDR3 efflux regulators; inhibition, % at 9.4 µM; actives 0.32% (n = 310,000); AID 504621;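 active = every replicate shows inhibition above about 80%, whatever the replicate mean, limit read from the data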;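 note: 0% = DMSO neutral controls and 100% = 20 µM radicicol positive controls; yeast relying on Plasmodium falciparum Hsp90 in place of its own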
# SR-BI HDL uptake = mouse SR-BI HDL lipid transfer inhibition; ldlA[mSR-BI] CHO cells, DiI-HDL uptake fluorescence, 3 h; inhibition, % at 12.5 µM; actives 0.96% (n = 320,000); AID 488896;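 active = mean replicate inhibition of at least 70% and a set share of replicates each scoring 70 or more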;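 note: 0% = median of neutral control wells and 100% = median of positive control wells; values of inactives mirror those of a sister screen read the other way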
# Target sequence (Q61009 whole entry, looked up): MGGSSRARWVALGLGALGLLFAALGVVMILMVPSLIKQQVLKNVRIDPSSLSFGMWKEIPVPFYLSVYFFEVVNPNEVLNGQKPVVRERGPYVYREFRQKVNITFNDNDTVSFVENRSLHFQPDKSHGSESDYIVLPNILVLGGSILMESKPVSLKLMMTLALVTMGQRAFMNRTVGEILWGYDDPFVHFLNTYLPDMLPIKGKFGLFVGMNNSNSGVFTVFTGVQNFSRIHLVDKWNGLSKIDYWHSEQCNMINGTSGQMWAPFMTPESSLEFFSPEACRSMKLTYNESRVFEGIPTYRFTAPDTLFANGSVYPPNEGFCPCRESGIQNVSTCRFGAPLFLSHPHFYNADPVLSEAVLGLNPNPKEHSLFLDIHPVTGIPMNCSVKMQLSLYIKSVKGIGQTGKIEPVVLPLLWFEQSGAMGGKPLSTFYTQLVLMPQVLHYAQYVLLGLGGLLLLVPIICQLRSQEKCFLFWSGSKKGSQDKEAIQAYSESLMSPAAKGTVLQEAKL
# dFosB activator = activators of mouse delta FosB homodimer; purified delta FosB, TAMRA-CDK5 oligo fluorescence polarization; percent of positive-control signal above neutral wells; actives 0.99% (n = 340,000); P13346; activation, % at 25 µM; AID 493131;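 active = mean activation above about 17%, with every replicate also reaching it, limit read from the data, passing the limit was not always enough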;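 note: fluorescence polarization rise as delta FosB binds a TAMRA Cdk5 AP-1 oligo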
# Target sequence (P13346 whole entry, looked up): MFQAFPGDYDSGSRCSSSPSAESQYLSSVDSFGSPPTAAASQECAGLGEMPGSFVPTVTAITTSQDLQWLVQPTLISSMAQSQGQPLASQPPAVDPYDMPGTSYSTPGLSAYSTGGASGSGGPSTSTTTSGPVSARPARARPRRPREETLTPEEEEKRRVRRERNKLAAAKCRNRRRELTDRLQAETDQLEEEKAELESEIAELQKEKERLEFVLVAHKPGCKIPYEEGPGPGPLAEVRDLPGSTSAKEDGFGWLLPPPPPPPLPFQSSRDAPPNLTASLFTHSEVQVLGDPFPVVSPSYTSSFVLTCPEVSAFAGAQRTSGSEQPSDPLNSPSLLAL
# * hit, by the source's call; · = no result given; & = joins results of further samples.
# Preview (six entries):
SMILES,CAL PDZ FP-1,NSD2 HMT inh,MITF TRPM1 HTS,CAL PDZ FP-2,SR-BI DiI-HDL act,PvdQ inh,Rtt109 HAT inh,PfHsp90 set2,SR-BI HDL uptake,dFosB activator
N#CCCN(C(=O)COC(=O)c1cccc(S(=O)(=O)Nc2ccc([N+](=O)[O-])cc2)c1)c1ccccc1,-1.0,4.2,0.0,-5.0,42.6,7.1,-8.9,19.9,-42.6,-3.5
CCOC(=O)C1CCN(C(=O)c2ccc3c(SCC(=O)O)c4c(nc3c2)CCCC4)CC1,-0.7,8.9,-1.9,·,15.4,-9.6,16.6,-6.7,-15.4,-18.0
CN(C)NC(=S)Nc1ccc(S(=O)(=O)N2CCCCC2)cc1,-3.3,-1.5,-2.6,-0.3,-1.8,-14.2,-8.6,12.6,1.8,-17.6
O=c1cc(C(F)(F)F)c2sc(N3CCCCC3)nc2[nH]1,-3.3,-51.0,1.7,-0.8,18.6,-11.7,-55.3,-2.0,-18.6,-8.7
CCOC(=O)CN(C(=O)CSc1nnc(COc2ccc(OC)cc2)n1CC)c1ccccc1,-3.1,-1.4,-0.7,-0.5,·,1.2,11.7,-0.7,·,-12.4
Cc1nc(CS(=O)(=O)c2ccccc2)cc(N2CCOCC2)n1,0.4,16.2,5.2,-2.3,-19.4,-8.0,-0.4,·,19.4,-3.1

# This part in full, repeating the preview:
SMILES,CAL PDZ FP-1,NSD2 HMT inh,MITF TRPM1 HTS,CAL PDZ FP-2,SR-BI DiI-HDL act,PvdQ inh,Rtt109 HAT inh,PfHsp90 set2,SR-BI HDL uptake,dFosB activator
N#CCCN(C(=O)COC(=O)c1cccc(S(=O)(=O)Nc2ccc([N+](=O)[O-])cc2)c1)c1ccccc1,-1.0,4.2,0.0,-5.0,42.6,7.1,-8.9,19.9,-42.6,-3.5
CCOC(=O)C1CCN(C(=O)c2ccc3c(SCC(=O)O)c4c(nc3c2)CCCC4)CC1,-0.7,8.9,-1.9,·,15.4,-9.6,16.6,-6.7,-15.4,-18.0
CN(C)NC(=S)Nc1ccc(S(=O)(=O)N2CCCCC2)cc1,-3.3,-1.5,-2.6,-0.3,-1.8,-14.2,-8.6,12.6,1.8,-17.6
O=c1cc(C(F)(F)F)c2sc(N3CCCCC3)nc2[nH]1,-3.3,-51.0,1.7,-0.8,18.6,-11.7,-55.3,-2.0,-18.6,-8.7
CCOC(=O)CN(C(=O)CSc1nnc(COc2ccc(OC)cc2)n1CC)c1ccccc1,-3.1,-1.4,-0.7,-0.5,·,1.2,11.7,-0.7,·,-12.4
Cc1nc(CS(=O)(=O)c2ccccc2)cc(N2CCOCC2)n1,0.4,16.2,5.2,-2.3,-19.4,-8.0,-0.4,·,19.4,-3.1
CCc1ccc(-c2nc(CS(=O)CC(=O)NCc3ccc4c(c3)OCO4)c(C)o2)cc1 (configuration not stated),-1.1,-0.1,-8.9,-5.8,-8.5,2.7,-2.0,0.4,8.5,-14.2
CCc1nc(N)nc2c1C(=O)CC(C)(C)C2,-2.1,-2.0,1.7,2.1,11.8,2.9,4.9,3.7,-11.8,-3.4
C[C@H](CO)N1C[C@H](C)[C@H](CN(C)C)Oc2ccc(NS(=O)(=O)c3ccc(F)cc3)cc2CC1=O,0.5,·,·,-2.9,14.0,2.6,2.3,-6.2,-13.9,0.8
Cc1ccc(S(=O)(=O)N(Cc2cc3ccc(C)cc3[nH]c2=O)c2ccccc2)cc1,-2.1,-1.5,17.5,-1.0,5.1,-16.2,5.7,10.6,-5.1,8.6
CCc1noc(C)c1C(=O)N(C)CC(=O)Nc1ccc(Br)cc1C,-2.6,0.6,-10.6,-0.7,4.3,1.6,12.5,·,-4.3,-4.8
O=C1CC(N2CCN(S(=O)(=O)c3ccc(Cl)cc3)CC2)C(=O)N1CCc1ccccc1 (configuration not stated),-0.5,-2.5,-14.6,-1.9,-9.2,6.8,-6.8,11.4,9.2,-8.4
COc1ccccc1NC(=O)Nc1nc2ccc(S(N)(=O)=O)cc2s1,-3.9,-2.3,86.8*,-3.3,-59.1,0.3,2.9,-28.9,59.1,49.2*
COc1ccc(Cl)cc1-c1nc(SCC(=O)NC(C)C)n[nH]1,0.5,-1.8,6.6,-2.4,-17.9,-9.1,-14.5,-12.6,17.9,-16.7
CCOc1cccc2sc(=NC(=O)c3ccc(S(=O)(=O)N4CCOCC4)cc3)n(C)c12,-2.2,1.1,11.4,-3.0,-43.3,-4.1,-11.1,11.3,43.3,-0.7
CCOc1ccccc1C(=O)N[C@H](C(=O)OCC(=O)Nc1nnc(-c2ccccc2)o1)C(C)C,-0.9,6.9,-7.2,-3.8,-28.2,4.4,1.9,-8.1,28.2,0.3
COc1cc(/C=C(\C(=O)O)c2ccc(S(=O)(=O)N3CCCC3)s2)cc(OC)c1,-1.4,4.2,1.4,4.0,1.2,-6.4,-7.0,0.3,-1.2,-9.8
CCN(CC)c1ccc(C2C(C(=O)OCCOC(C)C)=C(C)NC3=C2C(=O)CCC3)cc1 (configuration not stated),1.1,8.7,4.0,-0.3,18.7,-2.5,-12.0,-14.7,-18.8,-6.4
CCOC(=O)N1CCC(NC(=O)c2sc3nc4n(c(=O)c3c2C)CCCC4)CC1,-0.6,·,-1.1,-4.0,21.7,-10.8,-3.5,9.4,-21.7,-13.2
O=C(CSc1nnc(Nc2ccccc2)s1)NCCN1C(=O)CSC1=O,-0.6,-8.1,-0.8,-2.3,15.5,-18.6,3.4,-41.9,-15.5,-8.3
Cc1ccccc1C(O)c1ccncc1 (configuration not stated),-0.8,0.1,-3.2,-3.0,8.4,-14.6,-17.0,17.4,-8.4,2.5
CC(=O)Nc1ccc(S(=O)(=O)Nc2ccc(C)c([N+](=O)[O-])c2)cc1,-0.3,0.7,-3.8,·,3.8,-10.7,-0.1,3.5,-3.8,-10.7
CC(=O)Nc1ccc(NC(=O)COc2cc(C)cc3oc(=O)cc(C)c23)cc1,-3.7,-1.6,2.6,·,-13.6,-17.5,-9.8,22.5,13.6,8.4
Cc1c(NC(=O)CN2CC(C)OC(C)C2)c(=O)n(-c2ccccc2)n1C (configuration not stated),-0.3&-0.3,-1.8,9.0&-11.3,-3.1&-0.2,14.2&15.1,-14.6&-6.5,7.5&2.5,-2.0&0.5,-14.2&-15.1,-0.8&-3.6
CCc1cc(C(=O)N2CCCC(CCC(=O)N3CCN(c4ccccn4)CC3)C2)no1 (configuration not stated),0.5,-4.2,-2.7,-4.3,6.9,-7.3,-1.1,-14.1,-6.9,1.9
CC(=O)c1ccc(NC(=O)NNS(=O)(=O)c2ccc([N+](=O)[O-])cc2)cc1,1.6,-1.8,-9.8,0.8,39.9,10.5,15.7,3.4,-39.9,-8.4
Cc1cccc(-n2nc3c(c2NC(=O)CCCl)CSC3)c1,-1.3,1.9,-23.0,-0.8,2.3,2.2,-6.3,1.6,-2.3,-11.3
Cn1ncc(Cl)c1C(=O)Nc1cccnc1,0.3,2.8,-3.0,1.6,·,-16.8,-3.6,18.2,·,3.0
CCOc1ccccc1CN1CCNC(=O)C1CC(=O)NCc1ccccn1 (configuration not stated),0.9,1.2,4.4,-6.8,34.4,4.6,14.6,-1.7,-34.4,-4.4
Cc1cc(C)c(S(=O)(=O)N2CCCCC2)c(C)c1N(C)S(=O)(=O)c1ccc(Cl)cc1,0.0,3.0,-11.6,-3.0,-9.7,-14.8,1.3,3.2,9.7,-3.5
O=S(=O)(Nc1ccc(-c2cnco2)cc1)c1ccccc1,-1.2,-0.3,·,-2.4,-3.7,-11.7,-2.7,-4.2,3.7,-0.3
OCCNC(=S)NC1CCCCC1,0.4,2.4,-3.4,-0.6,·,10.8,-5.5,-8.5,-32.6,-0.4
CCCSc1oc(-c2ccco2)nc1S(=O)(=O)c1ccccc1,-2.1,1.8,-6.6,-4.3,9.1,-8.5,-6.5,17.9,-9.1,0.5
COCCN(C(=O)COC(=O)COc1ccc(Cl)c(C)c1)c1c(N)n(Cc2ccccc2)c(=O)[nH]c1=O,-0.5,-4.3,-1.3,-5.6,3.0,-14.2,0.0,28.3,-3.0,-6.5
Cc1ccc[n+](C(C)C(=O)Nc2ccc([N+](=O)[O-])cc2C)c1 (configuration not stated),1.0,0.5,-0.4,-2.4,-9.0,-13.1,-17.9,-6.1,9.0,-16.9
COc1ccc(C(=O)N(Cc2ccc(N(C)C)cc2)C2CCS(=O)(=O)C2)cc1 (configuration not stated),·,1.2,-10.6,-2.4,16.2,-7.7,-4.1,3.6,-16.2,-7.3
CC(OC(=O)CNC(=O)C12CC3CC(CC(C3)C1)C2)C(=O)Nc1ncc(Cl)cc1Cl (configuration not stated),-2.7,-2.0,7.0,·,-2.6,-5.9,0.3,-3.8,2.6,1.7
NC(=S)NN=C(Cc1ccccc1)Cc1ccccc1,-7.2,1.1,-9.2,-2.3,-68.8,-10.8,-11.7,14.8,68.8,-5.7
CC1(C)c2[nH]c3ccccc3c2C[C@@H]2C(=O)N(c3cc(F)ccc3F)C(=O)N21,1.1,·,4.6,-0.5,-77.2,-9.1,1.2,-2.8,77.2*,-0.5
N/C(=N\c1nc2ccccc2o1)NC(=O)c1ccc([N+](=O)[O-])cc1,0.0,-1.1,·,·,-18.5,-1.0,16.8,-8.2,18.5,15.6
Cc1nnc(SCC(=O)Nc2cc(-c3cc(C)c(C)cc3C)nn2-c2ccccc2)s1,-2.4,-2.0,4.7,-2.9,-30.5,-12.1,0.5,-23.2,30.5,1.3
c1ccc2c(c1)nc1n2CCN1,-1.1,-3.1,3.7,-3.4,9.7,-13.7,4.7,-16.1,-9.7,1.1
CCn1c2ccccc2c2cc(NC(=S)N3CCOCC3)ccc21,-0.2,2.4,-16.4,14.9,-13.0,3.6,6.1,0.7,13.0,-3.9

# Limited to MITF TRPM1 HTS, PvdQ inh and CAL PDZ FP-2 (2 entries from above):
mol	MITF TRPM1 HTS	PvdQ inh	CAL PDZ FP-2
N/C(=N\c1nc2ccccc2o1)NC(=O)c1ccc([N+](=O)[O-])cc1	·	-1.0	·
Cc1nnc(SCC(=O)Nc2cc(-c3cc(C)c(C)cc3C)nn2-c2ccccc2)s1	4.7	-12.1	-2.9

# Source: PubChem
